Assay outcomes from PubChem.
Epigenetic reg = derepresses silenced GFP reporter in murine cells | murine LDR cells, GFP reporter derepression, 30 h | Potency, µM (titrated, usually from 53.9 µM), inactives show at the top dose GFP activation, usual class: activators | 0.2% of 280,000 active; active means well fitted activation curve with a large enough effect; inconclusive means small, poorly fitted or top-dose-only effect; further: % of control where 0% means no effect; nearly all actives have a fitted effect of over 60% in size
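Reporter derepression read as number of fluorescent GFP-positive objects, 20-120 um in size, counted by laser-scanning cytometer. Mouse LDR line with an epigenetically silenced CMV-GFP locus; compound incubation 30 h, 37 C.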
The depositor's hits bear a star; ? = inconclusive. Potency means the concentration at half of the fitted maximal effect. A portion of the library, so the mix of outcomes need not match the whole.

#	molecule	Epigenetic reg
1	O=C(CCCCn1c(=O)c2ccccc2n(Cc2cccc(Cl)c2)c1=O)NCc1ccc2c(c1)OCO2	0.0%
2	Cc1ccc(NC(=O)CSc2nc(-c3cccs3)nc3cc(=O)[nH]n23)cc1	-2.0%
3	NC1=NC(c2cccc(Cl)c2)n2c(nc3ccccc32)N1 (centres undefined)	0.0%
4	CCOc1ccccc1NC(=O)C1CCN(S(=O)(=O)c2ccc3[nH]c(=O)ccc3c2)CC1	0.0%
5	O=C(COc1ccc(F)cc1)NCCc1nc2ccccc2[nH]1	-0.2%
6	Cc1ccc(-n2ncc(C(=O)N3CCN(C4CCCCC4)CC3)c2C2CCN(C(=O)OC(C)(C)C)CC2)cc1	-1.3%
7	CCc1ccc(CNC(=O)c2c(C)oc3ncnc(N4CCOCC4)c23)cc1	-1.3%
8	COc1ccc(-c2noc(CSc3nnc(-c4ccncc4)n3-c3ccc(C)c(C)c3)n2)cc1	0.0%
9	Cc1cccc(C(=O)NC2(C(F)(F)F)N=C(c3ccccc3)N(Cc3ccccc3)C2=O)c1 (centres undefined)	-0.2%
10	C=Cc1ccc(Cn2c(=O)cc(C)c3c(C)nn(-c4ccccc4)c32)cc1	0.0%
11	COCCCNC(=O)CSc1nc(-c2ccc(OC)cc2)[nH]c1-c1ccc(OC)cc1	0.0%
12	O=C(CCc1ccccc1)N(Cc1cccnc1)c1nc2c(F)cccc2s1	3.4%
13	C#CCSc1nc(-c2ccccc2)cc(-c2ccccc2)c1C#N	-0.9%
14	CCOc1ccccc1CNC(=O)c1cc2n(n1)CCCN(Cc1ccc(C)cc1)C2=O	-3.0%
15	COc1ccc(-n2nc3ccc(NC(=O)c4ccc(C#N)cc4F)cc3n2)cc1Cl	0.0%
16	CNC(=O)COc1ccc(NC(=O)CCn2nc(-c3ccc(C)cc3)c3ccccc3c2=O)cc1	0.0%

Along the list, as entered above:
Nos. 5–12 in Epigenetic reg: -0.2%, -1.3%, -1.3%, 0.0%, -0.2%, 0.0%, 0.0%, 3.4%

Other records follow:
#	molecule	Epigenetic reg
17	Cc1cccc(CNC(=O)C2CCN(S(=O)(=O)c3ccc4c(c3)CCCN4C(=O)C3CCC3)CC2)c1	0.0%
18	Cc1ccc(-c2cc(NC(=O)c3ccccc3Cl)on2)cc1	2.9%
19	CCc1ccc(NC(=O)Cn2c(=O)n(CCCCC(=O)NCc3ccccc3Cl)c(=O)c3ccccc32)cc1	-0.1%
20	CCn1cc(C(=O)NCCc2ccc(C)cc2)c(=O)c2cc(S(=O)(=O)N3CCCCC3)ccc21	-1.3%
21	Cc1ccc(NC(=O)Nc2cn(CC(C)C)c(=O)c3ccccc23)cc1N(C)C	-1.3%
22	Cc1ccc(NC(=O)CCC(=O)N2Cc3ccccc3Oc3ncccc32)cc1F	0.0%
23	CCOc1ccc(C(=O)Nc2c(C(=O)c3ccc(OC)cc3)oc3ccccc23)cc1	0.8%
24	Cc1ccccc1CCNC(=O)C1CCN(S(=O)(=O)c2ccc3c(ccn3C)c2)CC1	-1.7%
25	CCC(=O)Nc1ccc2nc(SCCOc3ccc(C)cc3)sc2c1	-1.6%
26	Cc1ccc(-n2nc(C(=O)N3CCC(C)CC3)c(=O)n(C)c2=O)cc1	1.7%
27	CC(C)c1ccc(Cn2c(COc3ccccc3)nc3ccccc32)cc1	-2.1%
28	O=C(NCc1ccccc1)c1ccc2c(c1)nc1n2CCOC1	-3.6%
29	COC(=O)Cc1c(C)c2ccc3c(c2oc1=O)CN(Cc1ccccc1OC)CO3	-1.9%
30	CCOc1ccc(CNC(=O)c2cnc3sc(N(CC)CC)nn3c2=O)cc1	1.5%
31	COc1ccccc1N1CCN(S(=O)(=O)c2ccc(F)c(C(=O)Nc3ccc(Cl)cc3C(F)(F)F)c2)CC1	1.3%
32	COc1ccc(C(=O)Nc2cc3c(cc2N2CCCC2)n(C)c(=O)c(=O)n3C)cc1OC	0.0%
33	CCCCc1nn2c(=O)cc(COC(=O)C3CCCCC3)nc2s1	0.0%
34	CCC(O)c1nc2ccccc2n1CCOc1cc(C)cc(C)c1 (centres undefined)	2.3%
35	CC1(C)Cc2c(c(N3CCOCC3)nc3sc(C(=O)Nc4ccc(Cl)cc4)c(N)c23)CO1	-1.0%
36	CCn1c(=O)c2cc(C(=O)NCCCN3CCN(C)CC3)sc2c2ccccc21	-1.1%
37	CCN1CCN(CCCNC(=O)Cn2c(-c3cccs3)cc3cc(Cl)ccc32)CC1	-0.2%
38	COC(=O)c1c(-c2cccs2)csc1NC(=O)c1ccc(C(C)(C)C)cc1	1.6%
39	Cc1nnc(SCC(=O)NCc2cccc(F)c2)c2nn(-c3ccccc3)c(C)c12	1.2%
40	CCOC(=O)Cn1c(=O)oc2cc(S(=O)(=O)NCc3ccc(F)cc3)ccc21	-1.1%
41	N#Cc1c(C(F)(F)F)cc(-c2ccc(F)cc2)nc1SCC(=O)Nc1ccccc1	6.7%
42	COC(=O)c1cccc(NC(=O)Nc2cc(C(=O)NCc3cccc(F)c3)ccc2N2CCCC2)c1	-2.6%
43	CC1N=C2c3ccccc3N=C(SCC(=O)NCCc3ccc(Cl)cc3)N2C1=O (centres undefined)	9.8%
44	COc1ccc(Nc2nc(-c3cccc(Cl)c3)c3c(n2)-c2ccccc2OC3)cc1	-0.6%
45	Cc1ccc(C)c(N2CCN(S(=O)(=O)c3cc(C(=O)Nc4ccc(Oc5ccccc5)cc4)ccc3F)CC2)c1	1.2%
46	Cc1ccc(-c2cc3ncc4c(n3n2)-c2ccccc2OC4)cc1	0.0%
47	CCOC(=O)c1ccccc1NC(=O)CN1CCCN(Cc2cccc(Cl)c2)S1(=O)=O	-0.2%
48	CC(C)Sc1ncc(Cl)c(C(=O)Nc2nc3ccc(S(C)(=O)=O)cc3s2)n1	-0.6%
49	CCOC(=O)c1ccc(-c2ccc(/C=C(\C#N)c3nc4ccc(C)cc4[nH]3)o2)cc1	1.6µM*
50	COc1ccccc1-c1nc(SCC(=O)c2ccc(Cl)cc2)n[nH]1	-1.1%
51	CC(=O)Nc1ccc(NC(=O)c2cc3sccc3n2Cc2ccc(Cl)cc2)cc1	5.3%
52	Cc1cccc(Cn2c(=O)n(CCCC(=O)NCc3ccccc3Cl)c(=O)c3ccccc32)c1	11%
53	O=C(NC1CC(=O)N(c2ccccc2)C1)c1ccco1 (centres undefined)	-0.2%
54	O=C(NCc1ccccc1)c1ccc(NC(=O)N2CC3CCCN3c3ccccc32)cc1 (centres undefined)	0.9%
55	Cc1ccc(CNC(=O)Cn2c(=O)n(-c3cccc(Cl)c3)c(=O)c3sc4ccccc4c32)cc1	-1.6%
56	COc1ccc2nc(NC(=O)c3nc(SCc4ccc(F)cc4)ncc3Cl)sc2c1	?
57	COc1ccccc1CNC(=O)c1ccc2c(c1)N(Cc1cccc(C)c1)C(=O)c1ccccc1S2(=O)=O	-1.1%
58	Cc1cccc(CNC(=O)Cc2ccc(NC(=O)N3CCCCc4ccccc43)cc2)c1	2.9%
59	COc1cccc(NC(CNS(=O)(=O)c2ccc(C)cc2)c2ccccc2)c1 (centres undefined)	-3.8%
60	Cc1ccc2nc(SC(Cc3cc(Cl)ccc3Cl)C(=O)O)[nH]c2c1 (centres undefined)	0.5%
61	CCN1CCC(N(Cc2ccc3c(c2)OCO3)C(=O)Nc2cc(Cl)ccc2C(=O)OC)CC1	-1.2%
62	CC1CCN(c2oc(-c3ccc(COc4ccc(Cl)cc4)o3)nc2C#N)CC1	-1.6%
63	CC(=O)c1ccc(NC(=O)Cn2c3ncccc3c(=O)n2-c2ccc(C)cc2)cc1	2.7%
64	O=C(CN1C=NS(=O)(=O)c2ccccc21)Nc1ccccc1F	-1.3%

Part of the list above, field by field:
61) CCN1CCC(N(Cc2ccc3c(c2)OCO3)C(=O)Nc2cc(Cl)ccc2C(=O)OC)CC1
  Epigenetic reg: -1.2%

62) CC1CCN(c2oc(-c3ccc(COc4ccc(Cl)cc4)o3)nc2C#N)CC1
  Epigenetic reg: -1.6%

The list continues.
#	molecule	Epigenetic reg
65	COc1cc(NS(=O)(=O)c2cc3[nH]c(=O)[nH]c3cc2C)cc(OC)c1OC	-2.8%
66	Cc1cccc(N2CCN(C(=O)CCS(=O)(=O)c3ccc4c(c3)CC(=O)N4C)CC2C)c1 (centres undefined)	2.4%
67	O=C(Nc1ccc(F)cc1F)c1ccc2c(O)c(S(=O)(=O)c3ccc(Cl)cc3)c(=O)[nH]c2c1	1.1%
68	Cc1nn(CC(=O)N2CCCCC2)c(=O)c2cc3occc3n12	-5.7%
69	COc1ccccc1C(=O)NC1(C(F)(F)F)C(=O)Nc2c1c(=O)[nH]c(=O)n2-c1ccc(F)cc1 (centres undefined)	-1.4%
70	Cn1ccc2cc(S(=O)(=O)N3CCN(C(=O)Nc4ccccc4F)CC3)ccc21	0.0%
71	CCn1cc(S(=O)(=O)c2cccc(Cl)c2)c(=O)c2cc(F)c(N3CCN(c4ccccc4)CC3)cc21	-1.2%
72	O=C(NCc1ccccc1Br)c1ccc(-n2cnc3cccnc32)cc1	-1.6%

Epigenetic reg, hit marks shown above.
#	molecule	Epigenetic reg
49	CCOC(=O)c1ccc(-c2ccc(/C=C(\C#N)c3nc4ccc(C)cc4[nH]3)o2)cc1	1.6µM*

(next part)
#	molecule	Epigenetic reg
73	COc1ccc(N(C(=O)COc2c(C)cccc2C)S(=O)(=O)c2ccc(Cl)cc2)cc1	-0.5%
74	Cc1ccc(NCc2ccccc2-c2nnc(-c3ccccc3Cl)o2)c(C)c1	1.1%
75	Cc1ccc(C)c(N2CCN(C(=O)c3ccc(-c4nc(COc5ccccc5)c(C)o4)cc3)CC2)c1	-3.0%
76	COc1ccc(-c2csc3ncnc(Nc4ccccc4)c23)cc1	10%
77	CCOC(=O)c1c(-c2ccccc2)oc2ccc(N(C(C)=O)S(=O)(=O)c3ccc(CC)cc3)cc12	1.2%
78	CCOC(=O)CNC(=O)c1cc2c(=O)n3cccc(C)c3nc2n1C	2.8%
79	CCCCCCNc1ncnc2c1sc1nc(N3CCOCC3)c3c(c12)CCCC3	2.8%
80	CCN(CC)S(=O)(=O)c1nnc(NC(=O)COc2ccccc2Cl)s1	1.1%
81	COc1ccccc1C(=O)Nc1ccc2oc(-c3cccc(Cl)c3Cl)nc2c1	1.6%
82	Cc1ccc(/C=C(\C#N)c2nc(-c3ccc(-c4ccccc4)cc3)cs2)cc1	-1.6%
83	CCOc1ccccc1CNC(=O)c1cccn1-c1nnc(N2CCCC2)s1	-0.9%
84	CCN(CC)C(=O)c1sc2c(c1C)c(=O)n(-c1ccccc1)c(=O)n2CC(=O)N(CC)c1cccc(C)c1	0.8%
85	COc1ccc(NCc2cc3cc4c(cc3n(CC(=O)Nc3ccc(F)cc3)c2=O)OCCO4)cc1	-0.2%
86	CC(=O)Nc1ccc(S(=O)(=O)N2CCN(c3ccc(C)c(C)c3)CC2)cc1	1.1%
87	CCc1ccccc1NC(=O)C1=C(C)C(=O)OC12CCCCCC2	-1.2%
88	CC1CCN(c2nn3c(=O)c(C(=O)NC(C)C)cnc3s2)CC1	-0.9%
89	O=C(CSc1oc(-c2ccco2)nc1S(=O)(=O)c1ccccc1)c1ccc(Cl)cc1	-1.0%
90	Cc1ccccc1CSCc1ccc(C(=O)NCCc2ccccc2)o1	-2.8%
91	Nc1nonc1-c1nc2ccccc2n1CC(=O)Nc1cccc(C(F)(F)F)c1	?
92	COc1ccc(-c2nnc(SCC(=O)Nc3ccc(C)c(C)c3)s2)cc1	0.0%
93	Cc1ccc(-c2nc(CS(=O)CC(=O)N3CCN(c4ccc(F)cc4)CC3)c(C)o2)cc1 (centres undefined)	-1.1%
94	CCOC(=O)C1CCN(C(=O)c2ccc3c(c2)N=C(CC)c2cc(C)ccc2S3)CC1	1.3%
95	COc1ccc(CNC(=O)c2cc3cc(C)ccc3n2C)cc1	0.0%
96	O=C(Cn1cnc2c(nc3n2CCCCC3)c1=O)Nc1ccc(F)cc1	0.0%

Three compounds from above, ordered by the value under Epigenetic reg, lowest first:
#	molecule	Epigenetic reg
90	Cc1ccccc1CSCc1ccc(C(=O)NCCc2ccccc2)o1	-2.8%
85	COc1ccc(NCc2cc3cc4c(cc3n(CC(=O)Nc3ccc(F)cc3)c2=O)OCCO4)cc1	-0.2%
32	COc1ccc(C(=O)Nc2cc3c(cc2N2CCCC2)n(C)c(=O)c(=O)n3C)cc1OC	0.0%

Additional results.
#	molecule	Epigenetic reg
97	COc1ccc(-c2csc(-c3c(N)c(C(=O)c4ccccc4)n4ccccc34)n2)cc1	-2.8%
98	CCOC(=O)c1c(NC(=O)c2ccc(OCC)c(Br)c2)sc2c1CCCC2	-1.6%
99	CSc1ccc(CNC(=O)c2cc3cc(S(=O)(=O)N4CCCCC4)ccc3n2C)cc1	-0.3%
100	COc1ccc(-c2cc(C(=O)N3CCN(c4ccc(F)cc4)CC3)no2)cc1OC	-1.8%
101	O=C(CC1N=C2c3ccccc3N=C(SCC(=O)Nc3ccc(F)cc3)N2C1=O)NCc1ccc2c(c1)OCO2 (centres undefined)	-0.2%
102	Cc1cc(C)nc(NC(=NCCc2c[nH]c3ccc(Cl)cc23)NC(=O)c2ccccc2C)n1	4.3%
103	CCOc1cc(-c2ccc(OC(=O)c3ccccc3Cl)c(OC)c2)cc(=O)c2c(C)oc(C)c12	-3.2%
104	CCCS(=O)(=O)N1CCCC(C(=O)NCCCOC)C1 (centres undefined)	0.6%
105	CCOc1ccccc1C1C(C(=O)Nc2ccccc2OC)=C(C)Nc2nc3ccccc3n21 (centres undefined)	1.7%
106	Cc1nn(C)c2c1c(-c1ccccc1)cc(=O)n2Cc1ccc(Cl)cc1	0.0%
107	CCOc1ccc(NS(=O)(=O)c2ccc3c(c2)CCCN3C(=O)C2CCC2)cc1	2.8%
108	CCOC(=O)c1c(C)c(C(=O)NCCc2ccc(OC)cc2)c(C)n1C	0.0%
109	COc1ccc(C(CNC(=O)COc2ccc(C)c(C)c2)N2CCCCC2)cc1 (centres undefined)	16%
110	CCCc1nnc(NC(=O)c2cc(=O)c3cc(C)c(C)cc3o2)s1	0.8%
111	CN(Cc1ccccc1)C(=O)C(=O)Nc1ccc2nc3n(c(=O)c2c1)CCCCC3	-1.6%
